# High-throughput results deposited in PubChem by several laboratories.
# Glyco luc inh – N-linked glycosylation inhibition; 360,000 compounds, 0.23% hits; D54 ERlucT glycosylation luciferase reporter, 24 h; percent of 100 nM tunicamycin response; reporter increase, % at 12.5 µM;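 active = mean luciferase reporter signal, scaled so untreated is 0 and the glycosylation-blocking control 100, at or above a set limit in every replicate; inconclusive = mean reaches the limit but not every replicate does; inactive = mean below the limit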;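 also: luciferase carries N-glycosylation sites so blocking glycosylation raises the light; 0% = median of neutral control wells and 100% = median of 100 nM tunicamycin wells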
# ABCB6 inh 2 – inhibitors of human ABC transporter ABCB6 | K562-ABCB6 porphyrin accumulation, flow cytometry, 1 h; active compounds read low | fluorescence ratio to DMSO, % at 10 µM | 360,000 compounds, 0.19% hits | AID 602162;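 active = fluorescence ratio to DMSO below 75%, the collection mean minus 3 SD; inconclusive = too few cells collected in the well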;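 also: signal is porphyrin accumulated inside mitochondria; 100% equals median channel fluorescence of DMSO control wells; lower ratio means ABCB6 inhibition with less porphyrin fluorescence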
# Vif imaging – inhibitors of HIV Vif; HEK293T cells, Vif self-association by quenched fluorescence, imaging, 24 h; inhibition, % at 7.49 µM; 340,000 compounds, 0.35% hits; in the data active = inhibition above about 50%, passing the limit was not always enough; inconclusive = no clear call, values can overlap the other calls; inactive = below about 31%; also: some results filed as inactive read as strong as hits
# TLR9-MyD88 inh – TLR9-MyD88 interaction inhibition; CHO BLA complementation TLR9-MyD88, CCF4 FRET ratio; inhibition, % at 4.98 µM; AID 504734; 340,000 compounds, 0.21% hits;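 active = inhibition above the mean over all tested compounds plus 3 SD, cut at about 21% in these data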;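 also: 0% = DMSO only wells and 100% = clavulanate BLA inhibitor control wells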
# aDG glyco act – alpha-DG glycosylation activation. activation, % at 10 µM. AID 624168. Pro5-aDG cells, alpha-DG glycosylation AlphaScreen (IIH6); 0% Pro5, 100% B10-LARGE cell signal. 360,000 compounds, 0.22% hits;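 active = activation of at least 8% versus controls, or a plate z-score of at least 8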;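 also: Pro5 are CHO cells carrying HIG-tagged alpha-DG that lacks glycosylation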
# MC4R barr agon – activates human MC4R beta-arrestin recruitment; AID 540308; P32245; U2OS MC4R beta-arrestin complementation, luminescence; percent of melanotan II response, DMSO zero; 360,000 compounds, 0.98% hits; activation, % at 8.9 µM;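 active = activation above a per-plate cutoff, the mean activation of sample wells on that plate plus 3 SD, cut at about 8% in these data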
# NOD2 RIPK2 PPI – NOD2-RIPK2 protein interaction inhibition. O43353. 360,000 compounds, 0.38% hits. CHO BLA complementation NOD2-RIPK2, CCF4 ratio. inhibition, % at 4.98 µM; in the data active = inhibition above about 21%;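 also: 0% = vehicle only and 100% = reference blocker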
# ABHD5 PLIN5 PPI – blocks binding of human ABHD5 to perilipin-5; Q00G26+Q8WTS1; Split G. princeps luciferase complementation, luminescence, 4 h; inhibition, % at 4 µM; 360,000 compounds, 0.78% hits;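 active = inhibition above the mean inhibition across every tested compound plus 3 SD, cut at about 22% in these data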;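 also: 0% = DMSO only wells and the 100% control is not disclosed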
# MC4R antagonist – human MC4R antagonism in cAMP assay. P32245. MC4R-expressing cells, MTII-stimulated cAMP, LANCE TR-FRET. 360,000 compounds, 0.48% hits. inhibition, % at 6.5 µM;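 active = inhibition above its plate's cutoff, the mean of tested wells on that plate plus 3 SD, cut at about 29% in these data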;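 also: 0% = Melanotan II alone and 100% = Melanotan II plus saturating MCL0020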
#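 System – human MC4R-expressing U2OS cells · Also added – Melanotan II · Dosing – one concentration, 6.5 µM nominal · Timing – 30-min compound, 1-h challenge, 1-h detection, room temperature · Measured by – Eu-cAMP/anti-cAMP TR-FRET, emission 671 nm · Replicates – singlicate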
# Granule exo inh – blocks lytic granule exocytosis; 360,000 compounds, 0.66% hits; inhibition, % at 10 µM; TALL-104 LAMP-1 surface exposure, flow cytometry; cells stimulated with thapsigargin and PMA;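 active = inhibition above about 55%, limit read from the data; inconclusive = no clear call, values can overlap the other calls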
# * = called active by the depositor; ? = inconclusive; . = no result given. This is a subset (hit frequency here may not be typical).
SMILES,Glyco luc inh,ABCB6 inh 2,Vif imaging,TLR9-MyD88 inh,aDG glyco act,MC4R barr agon,NOD2 RIPK2 PPI,ABHD5 PLIN5 PPI,MC4R antagonist,Granule exo inh
CCOC(=O)N1CCN(CCC(=O)Nc2cc(OC)ccc2OC)CC1,2,101,4,11,-0.1,-2.5,-7,-1,3,0
CCC(C)(C)n1nnnc1C(c1ccc(C)cc1)N1CCC(C)CC1 (stereo unspecified),-1,97,4,-2,0.1,3.8,1,-1,-3,1
Fc1ccccc1OCCCCN1CCCCC1,0,99,-3,9,0.1,-2.8,-16,-8,-7,8
CC(Oc1ccccc1Cl)C(=O)/C=C/N(C)C (stereo unspecified),1,99,8,2,0.2,-0.1,-8,2,1,1
CCCCC(O)(C(NC=O)C(=O)OC)C(F)(F)F (stereo unspecified),2,94,9,0,-0.1,1.1,0,2,5,-1
Cc1nn(Cc2ccc(Cl)cc2Cl)c(C)c1NC(=O)Cn1nc([N+](=O)[O-])c(Cl)c1C,2,95,-4,-7,0.5,-0.9,-13,8,2,0
O=C(CCN1C(=O)S/C(=C/c2ccccc2)C1=O)Nc1ccc(O)c(C(=O)O)c1,6,101,-24,4,-0.4,-0.6,-6,14,10,-2
CCCn1c(SCC(=O)Nc2cc(S(=O)(=O)N3CCOCC3)ccc2Cl)n[nH]c1=O,1,99,-13,1,-0.1,0.0,-4,3,10,?
CCOC(=O)C1(CC2CCCCO2)CCN(Cc2ccccc2-c2ccco2)CC1 (stereo unspecified),-3,97,-3,-4,0.0,1.1,-13,2,27,6
O=S(=O)(Nc1ccc(Br)cc1)c1cccc2cccnc12,-2,99,10,11,-0.1,-1.3,-2,-5,4,-14
O=C(O)C1CCCCC1C(=O)Nc1ccc(OCc2ccccc2)cc1 (stereo unspecified),1,99,-2,-13,-0.1,0.2,6,-6,1,1
Cc1cccc(N(CC(=O)NC(C)(C)C)C(=O)CS(=O)CC(=O)Nc2ccc3c(c2)OCO3)c1 (stereo unspecified),-1,98,1,-7,0.2,-5.0,3,-5,2,15
Cc1ccnc(NC(=O)C(Cc2ccccc2)NC(=O)c2ccccc2)c1 (stereo unspecified),25*,100,-3,2,-0.3,-2.9,-4,-9,7,-7
c1ccc(-c2nnc(-c3ccccc3)o2)cc1,-6,93,3,-8,0.2,-1.3,1,-1,0,3
CCCCc1ncc(CN2CCC(CC3CCCCO3)(C(=O)OCC)CC2)[nH]1 (stereo unspecified),-2,99,15,2,0.3,-2.6,-3,1,-8,-3
CC(=O)Nc1nc(-c2ccccc2)nc(C)c1C(C)=O,1,99,.,-4,-0.1,-0.8,-1,-5,-2,-2
O=C(O)/C=C/C(=O)Nc1ccc(Cc2ccc(NC(=O)/C=C/C(=O)O)cc2)cc1,0,99,3,2,0.0,0.4,9,6,-3,-2
O=S(=O)(c1ccc(S(=O)(=O)n2cnc3ccccc32)cc1)N1CCCCCC1,1,94,-3,-6,-0.1,-0.6,-9,-6,1,5
COc1ccccc1N(CC(=O)N/N=C(\C)c1cccc(Br)c1)S(C)(=O)=O,0,96,6,9,-0.1,-1.0,4,-4,12,-1
COCCCn1c(=O)/c(=C\c2ccccc2OC(C)C)s/c1=C(/C#N)C(=O)Nc1ccc(C(=O)O)cc1,-2,145,-10,-14,-0.3,2.4,-2,-2,22,3
CCC(=O)N(Cc1ccc(S(N)(=O)=O)cc1)C1CC(=O)N(c2ccc(OC)cc2)C1=O (stereo unspecified),0,100,9,-2,-0.3,-0.8,4,6,-3,0
CCCC[n+]1ccn(C2=C([O-])c3ccccc3C(=O)/C2=N\S(=O)(=O)c2ccc(Cl)cc2)c1,15,95,-9,-7,0.4,-1.6,-18,-3,-1,4
CCc1noc(C)c1C(=O)Nc1nc2ccc(OC)cc2s1,1,101,-5,-6,0.2,2.1,2,-2,-6,-10
CC(C)CNC(=S)NC1CC2CCCC(C1)N2Cc1ccco1 (stereo unspecified),0,102,-5,8,-0.1,3.0,-5,8,-2,-3
COc1ccccc1N(Cc1cc2ccc(C)cc2[nH]c1=O)C(C)=O,-1,94,-2,6,0.0,0.5,-1,8,-6,-3
COc1cc(C2CC(=O)NC3=C2C(=O)CC(C)(C)C3)ccc1O (stereo unspecified),0,98,0,1,0.2,-2.2,1,2,7,-2
CCN(CCn1cccn1)Cc1cn[nH]c1-c1ccc(-c2ccccc2)cc1,-3,99,.,-13,1.2,-2.0,-8,2,12,2
Cc1ccc(-c2ccc(=O)n(Cc3ccc(F)cc3Cl)n2)cc1,-5,100,-2,4,0.3,-0.4,-3,3,-7,-8
CCOC(=O)C1=NOC2C(=O)N(c3ccc(Cl)cc3Cl)C(=O)C12 (stereo unspecified),1,101,-22,-8,0.3,4.2,-2,10,6,0
CCCS(=O)(=O)N1CCCC(C(=O)NC(C)c2ccc3c(c2)OCCO3)C1 (stereo unspecified),0,97,5,-9,0.0,0.4,-5,-3,6,-3
CCOc1ccccc1NC(=O)CC1Nc2cc(C)c(C)cc2NC1=O (stereo unspecified),4,122,11,4,0.5,-1.6,7,2,-10,3
COCCN(C(=O)CCl)C(C(=O)NC1CCCCC1)c1ccccc1C (stereo unspecified),30*,99,-2,6,0.9,-3.1,-2,7,-4,6
Cc1nc(Nc2nc(CSc3ccc(Cl)cc3)cc(=O)[nH]2)nc2ccccc12,2,95,2,-4,-0.1,0.4,-8,0,10,0
O=C1NC(=O)/C(=C/c2cccc3ccccc23)S1,1,104,-1,-8,0.0,-1.0,-9,5,1,-4
CN(C)c1ccc(C(=O)NC2CCCc3ccccc32)cc1 (stereo unspecified),0,98,4,-2,0.0,-2.0,0,-2,6,1
COc1ccc(-n2nc(C(=O)NCc3cc(OC)ccc3OC)c3c4ccccc4n(C)c3c2=O)cc1,0,96,-3,-7,0.4,-2.1,-11,-1,2,7

# 3 of the entries above in order of the ABHD5 PLIN5 PPI value, rising:
SMILES | ABHD5 PLIN5 PPI
CN(C)c1ccc(C(=O)NC2CCCc3ccccc32)cc1 (stereo unspecified) | -2
COc1cc(C2CC(=O)NC3=C2C(=O)CC(C)(C)C3)ccc1O (stereo unspecified) | 2
COc1ccccc1N(Cc1cc2ccc(C)cc2[nH]c1=O)C(C)=O | 8

# (further entries)
SMILES,Glyco luc inh,ABCB6 inh 2,Vif imaging,TLR9-MyD88 inh,aDG glyco act,MC4R barr agon,NOD2 RIPK2 PPI,ABHD5 PLIN5 PPI,MC4R antagonist,Granule exo inh
CCN(CC(=O)Nc1ccc(Br)cc1)CC(=O)Nc1cc(C)on1,0,95,12,-5,0.7,1.7,0,7,-4,3
COc1ccc(/C=c2/sc3n(c2=O)NC2(c4ccccc4)N(C)C(=O)N(C)C2(c2ccccc2)N=3)cc1 (stereo unspecified),1,98,-3,-2,-0.1,-1.1,4,0,3,0
CC(=O)Nc1ccc(S(=O)(=O)Nc2cccc(S(=O)(=O)N(C)c3ccccc3)c2)cc1,-4,100,6,-11,-0.2,-2.0,9,5,2,3
CCCS(=O)(=O)N1CCC(C(=O)NCc2ccc(F)cc2)CC1,1,100,-5,-8,-0.1,-0.7,2,6,5,0
Cc1nc2sccn2c1P(c1c(C)nc2sccn12)c1c(C)nc2sccn12,4,92,.,-8,0.0,-0.3,-1,-3,-7,6
COc1cccc(/C=N/NC(=O)CC2C(=O)NN=C2C)c1OC (stereo unspecified),-1,89,.,2,0.3,-0.3,-3,12,0,5
CC(C)COc1ccc(C(=O)N/N=C/c2ccoc2)cc1,-1,103,-5,-20,-0.2,0.0,-7,4,1,2
CCOC(=O)c1oc2ccccc2c1COC(=O)CNC(=O)c1cccc(C)c1,-1,96,0,1,0.1,-0.8,-12,0,-2,0
O=C(CN(C(=O)CCC(=O)Nc1nccs1)c1cccc(C(F)(F)F)c1)NCC1CCCO1 (stereo unspecified),2,102,3,-1,0.0,2.1,-10,4,13,-7
CC(C)c1c(O)ccc2c1CC[C@H]1C(C)(C)CCC[C@]21C,-6,100,2,1,-0.3,0.4,-5,-5,9,6
COc1ccc(-c2ccc([C@H]3[C@@H]4C=CCC[C@@]4(C)C(=O)N3Cc3ccccc3)c(F)c2)cc1,-8,93,0,-7,0.1,-0.4,-19,-4,7,0
O=C(CN1C(=O)c2cccc3cccc1c23)N1CCN(c2ccccc2)CC1,1,89,4,5,0.0,-1.6,-14,-1,0,0
CN(C)S(=O)(=O)c1ccc(N2CCCC2)c(C(=O)NC(c2ccccc2)c2ccccc2)c1,-1,96,8,-21,-0.1,-1.3,-5,2,12,1
COc1cccc(C2CC(C(F)(F)F)n3ncc(C(=O)Nc4c(C)n(C)n(-c5ccccc5)c4=O)c3N2)c1 (stereo unspecified),2,85,6,3,-0.2,1.3,-44,-5,0,-3
Cc1cc(Cl)c2oc(C(=O)NC3CCC(O)CC3)c(C)c2c1 (stereo unspecified),5,97,4,9,0.1,-1.4,5,2,2,-9
O=C(CCc1ccc(S(=O)(=O)NC2CCCCC2)cc1)NCc1ccccn1,0,92,-5,-4,-0.3,-0.6,-4,-4,10,1
COc1ccc(Cl)cc1S(=O)(=O)N1CCN(Cc2ccc3c(c2)OCO3)CC1,-3,95,-11,0,-0.2,-1.4,8,-12,0,0
CCC(=O)Nc1cc2c(cc1C(=O)CC)OCCO2,1,95,-14,7,-0.2,-1.1,-4,-4,5,-2
CCOCCCNC(=O)C1CCCN(S(=O)(=O)c2cccc3nsnc23)C1 (stereo unspecified),1,103,-4,-6,-0.3,-3.2,-22,0,-4,-3
O=C(Nc1ccccc1C(=O)N1CCCCCC1)c1cccc(S(=O)(=O)N2CCOCC2)c1,1,97,12,-6,-0.1,-1.7,-6,1,7,-2
CCOc1ccc(NC(=O)CSc2nnc(C)n2CC2CCCO2)cc1 (stereo unspecified),3,95,-5,-8,-0.3,1.3,3,0,6,2
NC(=O)CSc1nc2ccccc2nc1SCC(N)=O,0,104,-6,-8,0.1,-0.3,-14,-2,7,3
CCN(CC(=O)NC1CC1)S(=O)(=O)c1ccccc1,0,99,23,6,-0.1,-1.9,-4,-1,2,4
CCOC(=O)c1c(NC(=O)CSc2nc3ccccc3c(=O)n2-c2ccccc2)sc(C(C)=O)c1C,-1,85,-17,6,-0.1,-0.2,12,-3,9,-1
CCC(CC)NCC(O)COc1ccc(Br)cc1 (stereo unspecified),1,98,8,5,0.8,-1.3,-17,-1,-3,0
CCOC(=O)c1ccc(CNC(=O)CSc2nnnn2-c2ccc(Cl)cc2)o1,0,109,-3,3,0.2,-0.1,2,1,5,1
Cc1c(CN2CCC(CO)(Cc3ccccc3)CC2)c2ccccc2n1C,0,98,2,6,1.0,-2.1,-15,12,5,2
O=C1Cc2c(-c3ccccc3)cc(-c3cccc(Cl)c3)nc2-c2ccccc2N1,72*,98,0,2,-0.3,-0.1,1,-1,-2,0
